# Vif-APOBEC3G blk – qHTS for Inhibitors of Vif-A3G Interactions: qHTS | HeLa A3G-eYFP + Vif (tagged APOBEC3G with the HIV-1 protein that degrades it), YFP fluorescence, overnight | Potency, µM (titrated, usually from 46.1 µM), for the others: top-dose activity, negative = active, hits mostly inhibitors | hit rate 0.076% among 410,000;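 further: potency means the concentration at half of the fitted maximal effect; on the % scale 0 is the no-effect control and ±100 the full control effect; nearly all actives have a fitted effect of over 60% in size; hits raise eYFP signal because A3G escapes Vif-driven loss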
# Target sequence (Q9HC16 whole entry, looked up): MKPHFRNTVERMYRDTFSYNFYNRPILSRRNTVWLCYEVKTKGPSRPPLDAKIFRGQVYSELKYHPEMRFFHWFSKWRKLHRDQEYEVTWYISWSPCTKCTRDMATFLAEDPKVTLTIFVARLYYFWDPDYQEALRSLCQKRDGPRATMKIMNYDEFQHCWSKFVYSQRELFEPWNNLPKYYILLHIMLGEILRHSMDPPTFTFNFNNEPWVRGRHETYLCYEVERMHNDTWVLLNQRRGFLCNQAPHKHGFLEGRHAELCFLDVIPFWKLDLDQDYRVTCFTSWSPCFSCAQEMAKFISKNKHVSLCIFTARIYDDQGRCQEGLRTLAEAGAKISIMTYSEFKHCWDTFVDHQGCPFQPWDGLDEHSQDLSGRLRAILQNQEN
#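 Read-out is eYFP fluorescence (Ex 488/Em 500-530) from Vif-expressing HeLa A3G-eYFP cells; more signal means A3G escaped Vif-mediated degradation. Cells plated overnight, compound pinned in, incubated overnight at 37 deg C.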
# IDH1 R132H inh – qHTS for Inhibitors of mutant isocitrate dehydrogenase 1 (IDH1): qHTS. IDH1-R132H enzyme, NADPH consumption, diaphorase/resazurin fluorescence. AID 602179, 2012. hit rate 0.093% among 390,000. Potency, µM (top dose mostly 76.6 µM), for inactives: top-dose activity change, negative = inhibition, usual class: inhibitors; further: potency means the concentration at half of the fitted maximal effect; on the % scale 0 is the no-effect control and ±100 the full control effect; nearly all actives have a fitted effect of over 65% in size
#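 IDH1-R132H (0.5 ug/mL) preincubated 30 min with compound, then NADPH (0.016 mM) and alpha-KG (2 mM) added; 80 min at RT, pH 7.5. Remaining NADPH coupled via diaphorase/resazurin to fluorescence (540/590 nm); concentration-response curves normalized to no-enzyme control.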
# Vif-APOBEC3F blk – qHTS for Inhibitors of Vif-A3F Interactions: qHTS; HeLa A3F-eYFP + Vif (tagged APOBEC3F with the HIV-1 protein that degrades it), YFP fluorescence increase; Potency, µM (doses to about 46.1 µM), for the others: at the highest dose activity, negative = active; hit rate 0.2% among 390,000; AID 602313, 2012; further: potency means the concentration at half of the fitted maximal effect; % of control where 0% means no effect; nearly all actives have a fitted effect of over 65% in size
#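 HeLa cells stably expressing Vif plus C-terminally eYFP-tagged A3F were seeded, incubated overnight at 37 deg C, dosed with compound, incubated overnight again at 37 deg C. Yellow fluorescence (Ex 488/Em 500-530) reported blocked Vif-mediated A3F-eYFP degradation.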
# USP1 inh – Inhibitors of USP1/UAF1: Primary Screen. hit rate 0.23% among 390,000. Potency, µM (titrated, usually from 57.1 µM), without a hit: top-dose activity change, negative = inhibition, most hits filed as inhibitors. recombinant USP1/UAF1, Ub-Rhodamine cleavage fluorescence. Ubiquitin carboxyl-terminal hydrolase 1 (Homo sapiens), O94782; further: potency means the concentration at half of the fitted maximal effect; on the % scale 0 is the no-effect control and ±100 the full control effect; nearly all actives have a fitted effect of over 60% in size; inactives centre near -12
#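 USP1/UAF1 complex (1 nM) preincubated 15 min at room temperature with compound, then Ub-Rho substrate (150 nM final) added. Kinetic fluorescence at 480/540 nm over 6 reads at 60 s intervals; 50 mM HEPES pH 7.8, 0.5 mM EDTA, 0.1 mg/ml BSA, 1 mM TCEP, 0.01% Tween-20.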
# GRP78 ERSR act – qHTS for Inducers of the Endoplasmic Reticulum Stress Response (ERSR) in Human Glioma: qHTS; U87-MG GRP78 promoter luciferase reporter, 16 h; Potency, µM, for inactives: top-dose activation, usual class: activators; hit rate 0.02% among 420,000; further: potency means the concentration at half of the fitted maximal effect; series mostly up to about 76 µM; % of control where 0% means no effect; nearly all actives have a fitted effect of over 35% in size
#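 Stably transfected U87-MG glioma cells carrying a GRP78-based luciferase sensor; 16 h compound incubation. Luminescence end-point read 10 min after Bright-Glo addition at room temperature.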
# PI4K2A inh – qHTS for small molecular inhibitors of PI4K2A. activity change, negative = inhibition, % at 76.9 µM. purified PI4K2A, ADP-Glo luminescence, 1 h; active compounds read low. Phosphatidylinositol 4-kinase type 2-alpha (Homo sapiens), Q9BTU6. hit rate 0.13% among 420,000; in the data active means activity change below about -50%; inconclusive means mostly about -30% to -49%;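 further: -100% = wells without enzyme as full effect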
# Target sequence (Q9BTU6 whole entry, looked up): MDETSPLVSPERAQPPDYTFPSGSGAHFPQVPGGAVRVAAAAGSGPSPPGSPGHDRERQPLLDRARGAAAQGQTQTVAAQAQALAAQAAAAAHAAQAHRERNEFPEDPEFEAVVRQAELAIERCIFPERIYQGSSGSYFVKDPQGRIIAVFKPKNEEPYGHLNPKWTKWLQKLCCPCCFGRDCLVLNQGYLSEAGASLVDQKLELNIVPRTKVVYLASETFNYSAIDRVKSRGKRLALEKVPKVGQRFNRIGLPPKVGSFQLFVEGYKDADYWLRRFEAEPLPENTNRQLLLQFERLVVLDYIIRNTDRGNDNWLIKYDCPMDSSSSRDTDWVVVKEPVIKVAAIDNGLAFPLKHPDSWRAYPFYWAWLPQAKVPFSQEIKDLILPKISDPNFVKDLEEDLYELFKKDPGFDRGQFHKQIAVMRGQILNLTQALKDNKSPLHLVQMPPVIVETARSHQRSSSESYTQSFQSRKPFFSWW
#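 ADP-Glo luminescence measured ADP generated by PI4K2A enzyme (4 ug/mL before mixing) with 1.2 mM PI substrate (pre-mix) and 300 microM ATP (pre-mix). Tris pH7.5 buffer with MgCl2, Triton X-100; 1 h reaction at ambient temperature.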
# TrxR1 substrate – qHTS Assay for Substrates of Mammalian Selenoprotein Thioredoxin Reductase 1 (TrxR1): qHTS; Thioredoxin reductase 1, cytoplasmic (Rattus norvegicus), O89049; purified TrxR1 substrate turnover, NADPH consumption readout; Potency, µM (doses to about 114 µM), inactives show at the highest dose activity change, negative = substrate turnover; hit rate 0.01% among 390,000; AID 588456, 2011; further: potency means the concentration at half of the fitted maximal effect; on the % scale 0 is the no-effect control and ±100 the full control effect; nearly all actives have a fitted effect of over 50% in size
#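 Rat TrxR1, dispensed at 90 nM, was prereduced with 400 uM NADPH (final) for 5 min at ~22 deg C, then incubated with compound 15 min before 400 uM selenite. A first-read NADPH fluorescence drop versus no-compound background flagged substrates.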
# LDHA block – qHTS assay for inhibitors of human lactate dehydrogenase; purified LDHA, NADH/diaphorase-resazurin fluorescence; active compounds read low; hit rate 0.15% among 480,000; activity change, % (values are at about 110 or 230 µM); in the data active means activity change below about -30%; inconclusive means mostly about -25% to -30%;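 further: plate controls were DMSO wells for no effect and wells without enzyme for full effect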
#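 Human LDH5 (2 nM) was incubated with 0.06 mM NADH and 0.2 mM pyruvate for 5 min at room temperature in Tris pH 7.4. Remaining NADH was coupled through diaphorase/resazurin, and resorufin fluorescence was read at 0 and 20 min.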
# RXFP1 agonist – qHTS Assay for Agonists of the Relaxin Receptor RXFP1. HEK293T-RXFP1 cAMP TR-FRET, 30 min; response scale: percent of porcine relaxin response, buffer zero. Potency, µM (titrated, usually from 57.5 µM), without a hit: top-dose activation, actives largely listed as activators. hit rate 0.3% among 370,000; further: potency means the concentration at half of the fitted maximal effect; on the % scale 0 is the no-effect control and ±100 the full control effect; nearly all actives have a fitted effect of over 60% in size; many of its hits are not listed in these tables
#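 HEK293 cells stably expressing RXFP1, treated 30 min at 37C with compounds plus PDE4 inhibitor Ro 20174; cAMP measured by HTRF TR-FRET. Normalized to buffer and 29 nM porcine relaxin; EC50 by Hill fit.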
# Starred values were filed as active, the others as inactive; ? = inconclusive; · = not tested or not shown; [ ] = dose if it differs, or a comment. Unless noted, the call rests on the fitted dose curve; in most records, active means well fitted curve in the direction sought with a large enough effect; inconclusive means small, poorly fitted or top-dose-only effect, or another doubt; inactive means no such curve, though single readings can be large; an effect the other way counts as inactive or inconclusive.
# Second line of a record – Vif-APOBEC3G blk | IDH1 R132H inh | Vif-APOBEC3F blk | USP1 inh | GRP78 ERSR act | PI4K2A inh | TrxR1 substrate | LDHA block | RXFP1 agonist
COc1ccc(OCc2cc(C(=O)N(C)C(C)c3ccon3)no2)c(Cl)c1 (centres undefined)
  0% | 2% | -6% | -18% | 2% | -4 | 4% | 2 | 0.2%
COCCNc1nnc(SCC(=O)Nc2sc3c(c2C(=O)c2ccccc2)CCCC3)s1
  -18% | 3% | 2% | -25% | -6% | -5 | -12% | 0 | -1.0%
Cc1cc(Cl)ccc1C(O)c1ncc(-c2ccc(F)cc2)[nH]1 (centres undefined)
  0% | · | · | · | -4% | -2 | · | -6 | ·
CNC(=O)CSc1nnc(-c2ccco2)n1-c1cccc(C)c1C
  1% | 4% | 0% | ? | -2% | -2 | -5%[57.1 µM] | -1 | -0.2%
CCCC(=O)N1c2ccccc2NC2=C(C(=O)CCC2)C1c1ccc(F)cc1 (centres undefined)
  -1% | 7% | -7% | -21% | -3% | 0 | -1% | -3 | -0.9%
CN(C)CCCN1C(=O)c2cc3ccccc3cc2C1=O
  1% | 5% | 0% | 3% | 0% | -5 | 49%[activator] | -7 | 4.8%
Cc1ccccc1CC1(CO)CCCN(C(=O)CCC(=O)c2ccccc2)C1 (centres undefined)
  -1% | 1% | 9% | -17% | -1% | 3 | 8%[57.1 µM] | -4 | 1.4%
COc1ccc(N2CC(C(=O)N3CCN(c4ccccc4)CC3)CC2=O)cc1 (centres undefined)
  1% | -4% | -16% | -11% | -4% | 1 | 2% | -5 | -0.8%
CC(C)(C)c1ccc(S(=O)(=O)/N=C2\C=C(NS(=O)(=O)c3ccccc3)C(=O)c3ccccc32)cc1
  0% | 2% | 3% | ? | 3% | -19 | -8% | 35 | -0.8%
COC(=O)COc1ccc(S(=O)(=O)NCc2ccc3c(c2)OCO3)cc1
  1% | -7% | -4% | -25% | -10% | 4 | 3% | -7 | 1.0%
CC(C)N(Cc1ccccc1)C(=O)COC(=O)/C=C/c1cnc2ccccc2n1
  0% | -4% | -8% | -21% | 4% | 8 | -13%[57.1 µM] | -10 | 2.6%
CCn1ncc(S(=O)(=O)Nc2cccnc2)c1C
  1% | 30% | -1% | -14% | -1% | -1 | -3% | -7 | 0.6%
CC(=O)Nc1ccc(S(=O)(=O)Nc2ccc3[nH]c(=O)[nH]c3c2)cc1
  0% | 13% | -6% | -15% | -2% | 4 | 6% | 4 | 1.7%
CC(=O)N1CCc2cc(S(=O)(=O)NC(CC(C)C)C(=O)Nc3cc(C)cc(C)c3)ccc21 (centres undefined)
  -9% | 20% | 3% | ? | 1% | 0 | 3% | -1 | 0.5%
Cc1sc2ncnc(SCC(=O)Nc3ncccc3O)c2c1C
  -4% | -1% | -3% | -24% | 1% | 3 | -1% | 6 | 12%
Cc1[nH]c2ccccc2c(=O)c1C(=O)/C=C/c1ccccc1
  ? | 0% | -9% | -5% | -15% | -8 | -4% | -4 | 1.5%
O=[N+]([O-])c1cccc(NNS(=O)(=O)c2ccccc2F)c1
  -9% | 18% | -9% | -7% | 1% | 2 | -1% | 34 | 0.0%
COc1ccc(CCNC(=O)c2ccc3c(c2)S(=O)(=O)N=C2CCCCCN23)cc1OC
  1% | -3% | -1% | -5% | -6% | 4 | · | -4 | ·
CCOC(=O)c1cccc(NC(=O)NCc2cccn2Cc2ccccc2)c1
  2% | 20% | 0% | 2% | -6% | 4 | -7%[57.1 µM] | -10 | -1.9%
COc1cccc(/C=N/N2CCOCC2)c1O
  2% | 21% | -7% | -8% | -5% | 4 | 2% | 12 | 0.0%
Cc1cccc(NC(=O)CCN2C(=O)C3C4C=CC(C4)C3C2=O)n1 (centres undefined)
  1% | -2% | -1% | -11% | -4% | 3 | -7%[57.1 µM] | -2 | 1.2%
COc1cc2c(cc1OC)CN(C(=O)Nc1ccccc1Cl)CC2
  4% | -1% | 2% | -11% | -4% | 4 | 12% | -5 | 4.4%
COC(=O)[C@]1(C)N[C@H](CN(C)S(=O)(=O)c2ccc(OC(F)(F)F)cc2)[C@@H]2C(=O)N(C)C(=O)[C@@H]21
  -2% | 0% | -1% | -29% | -1% | -7 | 3% | -2 | ·
Cc1ccc(-c2csc3nc(C)n(N)c(=O)c23)cc1
  -2% | 2% | -1% | -16% | -4% | 0 | 4% | -2 | 0.4%
O=C(CN1C(=O)CCS(=O)(=O)c2ccccc21)NCc1ccc2c(c1)OCO2
  0% | 2% | -6% | -26% | -3% | -6 | 4% | 1 | 1.9%
CC(=O)c1sc(NC(=O)C=C(C)C)nc1C
  2% | 5% | 1% | -14% | 5% | 5 | -6% | -14 | 0.6%
Cc1ccc(C2N(c3ccc(Cl)cc3)C(=O)N3CCCN23)cc1 (centres undefined)
  -1% | -2% | -4% | -25% | 1% | 3 | 4% | 1 | 0.4%
O=C(N/N=C/C1CC=CCC1)c1ccccc1O (centres undefined)
  0% | -1% | ? | 8% | 7% | -5 | 4% | 2 | 0.4%
CCCc1nc(SCC(=O)Nc2cc(C)on2)c2ccccc2n1
  -26% | 3% | -2% | -17% | -6% | 3 | -7% | -12 | 28%
CN1C(=O)c2cccc3c(S(=O)(=O)NCCc4ccccc4)ccc1c23
  -2% | 8% | 2% | 3% | -2% | -2 | 33% | -1 | 1.7%

# Part of the list above in order of SMILES length, descending:
# Second line of a record – Vif-APOBEC3G blk | IDH1 R132H inh | Vif-APOBEC3F blk | USP1 inh | GRP78 ERSR act | PI4K2A inh | TrxR1 substrate | LDHA block | RXFP1 agonist
CC(C)(C)c1ccc(S(=O)(=O)/N=C2\C=C(NS(=O)(=O)c3ccccc3)C(=O)c3ccccc32)cc1
  0% | 2% | 3% | ? | 3% | -19 | -8% | 35 | -0.8%
CC(C)N(Cc1ccccc1)C(=O)COC(=O)/C=C/c1cnc2ccccc2n1
  0% | -4% | -8% | -21% | 4% | 8 | -13%[57.1 µM] | -10 | 2.6%
CCCC(=O)N1c2ccccc2NC2=C(C(=O)CCC2)C1c1ccc(F)cc1 (centres undefined)
  -1% | 7% | -7% | -21% | -3% | 0 | -1% | -3 | -0.9%
Cc1ccc(C2N(c3ccc(Cl)cc3)C(=O)N3CCCN23)cc1 (centres undefined)
  -1% | -2% | -4% | -25% | 1% | 3 | 4% | 1 | 0.4%
CNC(=O)CSc1nnc(-c2ccco2)n1-c1cccc(C)c1C
  1% | 4% | 0% | ? | -2% | -2 | -5%[57.1 µM] | -1 | -0.2%
CN(C)CCCN1C(=O)c2cc3ccccc3cc2C1=O
  1% | 5% | 0% | 3% | 0% | -5 | 49%[activator] | -7 | 4.8%
CCn1ncc(S(=O)(=O)Nc2cccnc2)c1C
  1% | 30% | -1% | -14% | -1% | -1 | -3% | -7 | 0.6%

# Remaining list, next part.
# Abbreviations – A = Vif-APOBEC3G blk; B = IDH1 R132H inh; C = Vif-APOBEC3F blk; D = USP1 inh; E = GRP78 ERSR act; F = PI4K2A inh; G = TrxR1 substrate; H = LDHA block; I = RXFP1 agonist
CCOc1ccc(CCNC(=O)Cn2ncc3c(=O)oc4ccc(C)cc4c32)cc1
  A = 0%; B = 13%; C = 4%; D = -21%; E = -4%; F = 0; G = -3%; H = -8; I = 19%

Cc1ccc(C#N)c(SCc2cccc(Br)c2)n1
  A = -8%; B = 0%; C = -4%; D = -24%; E = 3%; F = -1; G = 2%; H = 0; I = ·

COC(=O)c1ccc(NC(=O)c2cc(S(=O)(=O)N3CCC(C)CC3)cn2C)cc1
  A = 2%; B = 0%; C = -17%; D = -7%; E = -3%; F = -10; G = -5%[57.1 µM]; H = 5; I = ?

CCC(=O)N1CCCC(C(=O)Nc2nc3ccccc3[nH]2)CC1 (centres undefined)
  A = -1%; B = ·; C = ·; D = ·; E = 1%; F = 0; G = ·; H = 0; I = ·

CCCNC(=O)c1sc2c(c1C(=O)Nc1ccccn1)CCCC2
  A = 0%; B = 5%; C = -5%; D = -6%; E = -3%; F = -6; G = 11%[57.1 µM]; H = 6; I = 2.5%

O=C(O)c1cccc(N/C(=N\S(=O)(=O)c2ccccc2)c2ccccc2)c1
  A = -2%; B = 8%; C = 1%; D = -16%; E = -2%; F = 3; G = 4%; H = -1; I = -0.5%

N#CC1=C(N)OC2=C(C(=O)CCC2)C1c1cc2c(cc1Br)OCO2 (centres undefined)
  A = 0%; B = 0%; C = 11%; D = -8%; E = -4%; F = 0; G = -7%; H = -11; I = 0.1%

CCOc1ccc(CN2CCNC(=O)C2CC(=O)OC)cc1 (centres undefined)
  A = -1%; B = 9%; C = -1%; D = -23%; E = -4%; F = -2; G = 4%; H = 1; I = 0.7%

# From PubChem BioAssay

# Not all compounds are listed, so the mix of outcomes need not match the whole.
